# Bioassay records (PubChem BioAssay)
# esBAF inh: Bmi1 luciferase reporter increase in mESCs, primary screen, esBAF inhibitor project, mouse ES cells, Bmi1 luciferase knock-in, single point; 24 h; 100% = twice the neutral-well signal; reporter increase, % at 12.5 µM; 350,000 tested, 2% active; AID 602393, 2012; in the data active = activation above about 40%;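 also: 0% = median of the plate's neutral control wells and 100% = double that signal; a rise in the Bmi1 reporter signal indicates esBAF inhibition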
# ERp5 inh: inhibitors of ERp5-driven insulin aggregation, primary screen, biochemical, turbidity, absorbance 650 nm, single point; Protein disulfide-isomerase A6 (Homo sapiens), Q15084; 90 min; inhibition, % at 9.99 µM; 350,000 tested, 0.05% active; AID 651711, 2012;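 active = mean replicate inhibition above about 25%, with every replicate also reaching it, limit read from the data, passing the limit was not always enough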
# Target sequence (Q15084 whole entry, looked up): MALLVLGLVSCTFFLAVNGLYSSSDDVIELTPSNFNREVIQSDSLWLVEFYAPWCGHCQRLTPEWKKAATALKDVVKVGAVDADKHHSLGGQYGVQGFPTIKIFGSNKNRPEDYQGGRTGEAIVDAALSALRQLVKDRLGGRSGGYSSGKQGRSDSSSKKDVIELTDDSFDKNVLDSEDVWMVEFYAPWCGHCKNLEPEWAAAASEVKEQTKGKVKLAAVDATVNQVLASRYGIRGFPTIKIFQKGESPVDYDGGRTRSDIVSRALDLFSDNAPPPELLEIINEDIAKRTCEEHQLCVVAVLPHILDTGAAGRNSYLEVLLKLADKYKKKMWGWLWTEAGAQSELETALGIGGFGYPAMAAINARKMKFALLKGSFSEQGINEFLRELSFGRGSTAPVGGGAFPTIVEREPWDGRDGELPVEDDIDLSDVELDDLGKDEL
# RAD52 inh: RAD52 DNA annealing inhibitors, primary screen, biochemical, FRET, single point, set 2. 360,000 tested, 0.46% active. recombinant RAD52 DNA annealing, FRET fluorescence. DNA repair protein RAD52 homolog (Homo sapiens), P43351. inhibition, % at 18.7 µM. AID 651710, 2012;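 active = every replicate showing at least 50% inhibition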
# Target sequence (P43351 whole entry, looked up): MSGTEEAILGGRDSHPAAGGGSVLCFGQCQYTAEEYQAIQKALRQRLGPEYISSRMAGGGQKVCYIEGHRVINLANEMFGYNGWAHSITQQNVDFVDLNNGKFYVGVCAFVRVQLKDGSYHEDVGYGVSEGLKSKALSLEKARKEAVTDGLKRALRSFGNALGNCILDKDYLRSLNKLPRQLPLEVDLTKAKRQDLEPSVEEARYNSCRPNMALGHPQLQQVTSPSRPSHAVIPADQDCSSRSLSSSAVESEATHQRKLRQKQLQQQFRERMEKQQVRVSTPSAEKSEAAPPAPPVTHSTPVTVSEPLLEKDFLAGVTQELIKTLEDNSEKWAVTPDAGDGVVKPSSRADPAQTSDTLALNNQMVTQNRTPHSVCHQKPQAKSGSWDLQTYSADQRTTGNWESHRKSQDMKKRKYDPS
# Xi reactivation: activators of inactive X chromosome reactivation, primary screen, imaging, XiGFP fibroblasts, GFP high-content imaging, set 2; activation, % at 7.58 µM; 360,000 tested, 0.055% active; AID 743238, 2013; XiGFP mouse fibroblasts, % GFP-positive cells imaging, 3 d; cells co-treated with 5-aza-dC sensitizer; scaled so ellipticine positive control = 100%;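 active = mean normalized replicate activation at least 10% and every replicate at or above 10%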;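 also: 0% = median of on-plate neutral control wells and 100% = ellipticine 6 µM median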
#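 System: 68-5-11 XiGFP fibroblast line; Timing: 3 days compound exposure; Compound dosing: one concentration, pinned; Benchmarks: positive control ellipticine, 6 µM final; Buffer or medium: DMEM containing 5-aza-dC.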
# S100A4 inh HTS: inhibitors of S100A4-myosin IIA peptide binding, primary screen, biochemical, fluorescence polarization, TAMRA-MyoIIA peptide; inhibition, % at 10.7 µM; 360,000 tested, 0.14% active; Protein S100-A4 (Homo sapiens), P26447;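 active = mean inhibition of at least 70% across replicates, with every replicate also reaching that level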
# Target sequence (P26447 whole entry, looked up): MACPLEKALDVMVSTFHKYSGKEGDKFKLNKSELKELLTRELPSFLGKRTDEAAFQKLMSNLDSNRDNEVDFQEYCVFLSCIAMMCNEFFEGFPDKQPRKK
#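 Compound dosing: one dose per compound; test system: human S100A4 monomer with TAMRA-labelled myosin IIA peptide; probe or stimulus: TAMRA-labelled myosin IIA heavy-chain peptide probe, 5 nM; medium: HEPES buffer with Ca2+, pH 7.2; schedule: 5 min incubation before reading; benchmarks: neutral control DMSO, positive control TFP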
# RAD54 branch: inhibitors of human RAD54 branch migration, primary screen, biochemical, fluorescence, single point; RAD54 Holliday junction branch migration, FAM/BHQ fluorescence; inhibition, % at 10.4 µM; 360,000 tested, 0.14% active; DNA repair and recombination protein RAD54-like (Homo sapiens), Q92698;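 active = mean normalized replicate activity at least 40 and at least half of replicates scoring 40 or more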;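 also: 0% = median of neutral control wells and 100% = median of positive control wells; inhibitors cause a drop in the FAM fluorescence signal; in these data hits start at about 50%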
# ERAP1 inh: human ERAP1 aminopeptidase inhibitors, primary screen, biochemical, single point, plate reader | recombinant ERAP1, Leu-AMC fluorescence, 60 min | inhibition, % at 10.7 µM | 340,000 tested, 0.15% active;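 active = mean replicate inhibition of at least 30%, or all replicates individually reaching that 30% level; inactive = mean below 30% and not every replicate reaching it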;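 also: 0% = neutral control wells and 100% = L-leucinethiol positive control wells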
# E-sel inducer: E-selectin induction in HUVECs, primary screen, imaging, HUVEC, immunofluorescence imaging, single point; normalized: neutral wells 0, TNF-alpha wells 100; activation, % at 7.58 µM; P16581; 260,000 tested, 0.37% active; AID 686992, 2013;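 active = mean E-selectin-positive cell signal at least 10% of the positive control, reached in at least 60% of replicates, without over 20% cell loss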;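 also: in these data hits start at about 27%; measured in HUVEC primary endothelial cells; signal is the percent of cells scored E-selectin positive by PE staining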
#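 material = human umbilical vein endothelial cells (HUVEC), E-selectin induction | quantity = 3,000 cells/well | medium = EGM-2 growth medium on 0.1% gelatin-coated wells | technique = immunofluorescence imaging | read-out basis = % PE-positive cells | control set = TNF-alpha positive control, DMSO neutral control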
# Starred values were filed as active, the others as inactive; nt = no result given.
SMILES,esBAF inh,ERp5 inh,RAD52 inh,Xi reactivation,S100A4 inh HTS,RAD54 branch,ERAP1 inh,E-sel inducer
CCCC(=O)Nc1ccc2c(c1)C(=O)N(C)[C@H]1CC[C@@H](CC(=O)NCCN3CCCCC3)O[C@@H]1CO2,1,-7,7,0.5,2,-8,2,-0.1
COc1ccc([Si](C)(C)[C@H]2[C@H](CCO)O[C@@]3(C(=O)N(Cc4ccc(NC(C)=O)cc4)c4ccccc43)[C@@H]2C)cc1,nt,1,18,nt,-1,-7,0,nt
O=C(Nc1ccc2c(c1)OCO2)[C@@H]1CCCN1S(=O)(=O)c1cccc2cccnc12,-8,0,-8,-0.1,1,-8,1,0.0
Cn1ccn(CCCCCCn2ccn(C)c2=S)c1=S,-3,5,-15,0.4,1,0,-4,0.1
C[C@@H]1CCCCO[C@@H](CN(C)CC2CCCCC2)[C@@H](C)CN([C@H](C)CO)C(=O)c2cc(NC(=O)CCCN(C)C)ccc2O1,0,-2,7,-0.1,1,5,3,0.1
CN(C)c1ccc(CN(C(=O)c2cc3ccccc3oc2=O)C2CCS(=O)(=O)C2)cc1 (centres undefined),70*,8,-9,0.3,26,3,3,nt
O=S(=O)(c1c(F)cccc1F)N1CCCC2CCCCC21 (centres undefined),6,-6,-6,-0.4,1,-9,-1,nt
COc1ccc(NC(=O)c2cc(-c3cc(F)ccc3OC)n[nH]2)c(OC)c1,0,-2,-1,0.1,12,-5,1,5.7
CC(=O)N1[C@@H](CO)[C@H](c2ccccc2)[C@@H]1CNC(=O)CN1CCOCC1,2,1,-16,-0.1,7,-2,-1,0.4
COCCNC(=S)N1CCCC(CO)C1 (centres undefined),-7,-1,-8,0.0,-3,-1,0,nt
CCCn1c(O)c(N=NC(=O)CNC(=O)c2cccnc2)c2ccccc21,8,-2,-3,0.0,1,-6,1,0.6
CC(=O)Nc1ccc(S(=O)(=O)N2CCN(C(=O)C3COc4ccccc4O3)CC2)cc1 (centres undefined),nt,5,-11,0.1,2,3,-1,0.0
O=C(C[C@H]1C=C[C@@H](NC(=O)Nc2ccccc2)[C@@H](CO)O1)NCc1cccc(F)c1,nt,0,0,-0.2,-3,nt,-1,-0.6
CC(=O)N(CCc1ccccc1C)Cc1cc2ccc(C)cc2[nH]c1=O,0,1,-7,0.0,11,-3,0,0.4
Cc1ccccc1S(=O)(=O)N1C[C@@H](O)COC[C@@H]2O[C@H](CC(=O)NCCc3ccccc3)CC[C@H]21,2,-5,-12,0.1,13,2,0,-0.1
NC(=O)[C@@H]1CCCN1Cc1nc(-c2cccs2)no1,nt,1,0,0.1,-1,nt,-2,nt
Cc1noc(C)c1NC(=O)N[C@H]1C=C[C@H](CC(=O)NCc2ccc(Cl)c(Cl)c2)O[C@H]1CO,-3,-2,-10,-0.2,18,2,-4,-0.5
Cc1cccc(S(=O)C(c2ccccc2)c2ccccc2)c1 (centres undefined),-4,2,-5,0.0,-6,1,-4,-0.3
CN1C(=O)c2cc(NC(=O)c3cscn3)ccc2OC[C@H]2O[C@@H](CC(=O)N3CCOCC3)CC[C@H]21,5,0,0,0.0,8,1,-1,0.0
COc1ccccc1CNC(=O)COc1ccc(S(=O)(=O)N2CCCC2)cc1,-2,3,-5,0.4,5,2,1,nt

# At a glance, part of the list above:
SMILES,esBAF inh,ERp5 inh,RAD52 inh,Xi reactivation,S100A4 inh HTS,RAD54 branch,ERAP1 inh,E-sel inducer
CCCC(=O)Nc1ccc2c(c1)C(=O)N(C)[C@H]1CC[C@@H](CC(=O)NCCN3CCCCC3)O[C@@H]1CO2,1,-7,7,0.5,2,-8,2,-0.1
COc1ccc([Si](C)(C)[C@H]2[C@H](CCO)O[C@@]3(C(=O)N(Cc4ccc(NC(C)=O)cc4)c4ccccc43)[C@@H]2C)cc1,nt,1,18,nt,-1,-7,0,nt

# The results go on:
SMILES,esBAF inh,ERp5 inh,RAD52 inh,Xi reactivation,S100A4 inh HTS,RAD54 branch,ERAP1 inh,E-sel inducer
CCC(=O)N1C[C@@H](C)[C@H](OC)CN(C)C(=O)c2cc(NC(=O)COC)ccc2OC[C@H]1C,-2,4,-3,0.5,-5,10,-2,0.0
COc1ccccc1CC(=O)NCc1nn(-c2ccccc2)nc1C,nt,3,-10,0.1,-9,nt,-3,nt
COc1cccc(NC(=O)Nc2ccc3c(c2)C(=O)N(C)[C@@H]2CC[C@H](CC(=O)NCCc4ccccc4)O[C@H]2CO3)c1,10,-3,13,0.2,-16,-4,2,0.2
COc1ccc(S(=O)(=O)N2CCCCC2)cc1NC(=O)C1CC1(Cl)Cl (centres undefined),-2,-1,-16,0.0,-2,0,-2,0.1
CCCCCn1c(=O)[nH]c2cc(C(=O)N3CCN(c4ccccc4F)CC3)ccc2c1=O,-2,2,7,0.0,1,-13,1,0.2
Cc1ccc(-n2nnnc2-c2cccs2)cc1[N+](=O)[O-],nt,2,-10,-0.1,-3,nt,0,1.8
NC(=O)c1ccc(NC(=O)COC(=O)C2CCN(S(=O)(=O)c3cccs3)CC2)cc1,-7,-2,-10,-0.1,-2,-10,-1,-0.5
C[C@@H]1CCCCO[C@@H](CN(C)C(=O)c2ccccc2)[C@@H](C)CN([C@@H](C)CO)C(=O)c2cc(NS(=O)(=O)c3cn(C)cn3)ccc2O1,0,2,-8,0.1,2,-6,0,-0.2
CC(=O)NC1=NN(C(C)=O)C(C)(c2ccccn2)S1 (centres undefined),nt,1,-2,0.0,2,nt,-1,nt
O=C(C[C@@H]1CC[C@H](NC(=O)C2CC2)[C@H](CO)O1)NCc1ccncc1,-1,5,14,-0.1,-1,-5,2,0.1
CC(=O)C1=C(O)C(=O)N(c2ccc(O)cc2)C1c1cccc([N+](=O)[O-])c1 (centres undefined),-3,3,-7,0.0,-6,6,3,nt
COc1ccccc1CN1[C@H](CO)[C@H](c2ccccc2)C12CN(C(=O)c1ccccn1)C2,nt,1,-8,0.0,-5,nt,-11,-0.1
O=C(CCc1nc2ccccc2c(=O)[nH]1)Nc1ccc(Cl)c(Cl)c1,nt,6,-33,-0.1,-2,-2,-11,21
COCC(=O)NC[C@H]1[C@H](c2ccc(-c3ccccc3)cc2)[C@@H](CO)N1C(C)=O,6,-9,-13,0.0,6,-8,0,0.8
CC(=O)Nc1ccc(NC(=O)COC(=O)/C=C/c2ccc3c(c2)OCO3)cc1,6,-1,-10,0.0,0,-12,6,-2.5
COc1ccc(OC(=O)COc2ccc(Cl)cc2)cc1,-7,3,-1,0.2,-3,-10,-2,0.0
O=[N+]([O-])c1ccc2[nH]c(O)c(N=Nc3ccc(F)cc3)c2c1,-5,0,-56,0.3,3,-5,-1,0.5
CC(c1ccccc1)n1c(Cn2ncc3ccccc3c2=O)n[nH]c1=S (centres undefined),5,0,-3,0.2,0,12,nt,-0.1
CCCN(CC1CC1)C(=O)CCc1nnc(C(OC)c2ccccc2)o1 (centres undefined),nt,-2,-11,0.0,-1,nt,2,3.1
Cn1c(=O)c2c(ncn2C)n(C)c1=O,1,1,-7,0.1,5,2,0,0.1

# Ordered by number of heavy atoms (falling): part of the list above
SMILES,esBAF inh,ERp5 inh,RAD52 inh,Xi reactivation,S100A4 inh HTS,RAD54 branch,ERAP1 inh,E-sel inducer
CCC(=O)N1C[C@@H](C)[C@H](OC)CN(C)C(=O)c2cc(NC(=O)COC)ccc2OC[C@H]1C,-2,4,-3,0.5,-5,10,-2,0.0
COCC(=O)NC[C@H]1[C@H](c2ccc(-c3ccccc3)cc2)[C@@H](CO)N1C(C)=O,6,-9,-13,0.0,6,-8,0,0.8
CC(c1ccccc1)n1c(Cn2ncc3ccccc3c2=O)n[nH]c1=S (centres undefined),5,0,-3,0.2,0,12,nt,-0.1
O=C(C[C@@H]1CC[C@H](NC(=O)C2CC2)[C@H](CO)O1)NCc1ccncc1,-1,5,14,-0.1,-1,-5,2,0.1
O=C(CCc1nc2ccccc2c(=O)[nH]1)Nc1ccc(Cl)c(Cl)c1,nt,6,-33,-0.1,-2,-2,-11,21
Cn1c(=O)c2c(ncn2C)n(C)c1=O,1,1,-7,0.1,5,2,0,0.1

# (more compounds)
SMILES,esBAF inh,ERp5 inh,RAD52 inh,Xi reactivation,S100A4 inh HTS,RAD54 branch,ERAP1 inh,E-sel inducer
CS(=O)(=O)N1CCN(c2ccccc2NC(=S)NC(=O)c2ccco2)CC1,-7,-9,-10,-0.1,0,-1,0,0.0
COc1cc(/C=N/NC(N)=O)cc([N+](=O)[O-])c1O,nt,-1,5,0.0,5,nt,3,nt
Cc1ccc(C(=O)OCC(=O)N2C(C)CCCC2C)s1 (centres undefined),9,-2,-12,0.2,0,4,2,nt
Nc1nn(-c2ccccc2Cl)cc1-c1nn[nH]n1,nt,4,-17,0.4,-2,nt,2,4.2
COc1cc(OC)c(OC)cc1CCC(C)NCCC(c1ccccc1)c1ccccc1 (centres undefined),-3,-2,9,0.0,-9,9,-10,0.3
COc1ccc(NC(=O)C2(C)Cc3c(-c4ccc(C(N)=O)cc4)ccnc3O2)cn1 (centres undefined),-6,1,-33,-0.1,-4,1,5,0.2
Cc1ccc(N(C(=O)c2csnn2)C(C(=O)NC2CCCC2)c2cccnc2)c(C)c1 (centres undefined),0,-4,-23,0.1,-1,11,-3,nt
Cn1c(Sc2ccc(C(=O)O)cc2[N+](=O)[O-])nnc1-c1ccccc1,nt,0,-15,0.0,-2,nt,0,nt
Cc1cc(N2CCN(C)CC2)nc(=S)[nH]1,nt,-3,9,0.0,30,nt,-7,nt
O=C(COc1ccc(Br)cc1)NCCCNC(=O)c1ccncc1,-5,-7,-5,0.0,-2,2,-1,-0.7
CCC[C@H]1CN(c2ccccc2)C(=O)[C@@H]1CC(=O)Nc1ccccc1,-6,-4,-15,0.1,-17,3,nt,1.4
Cc1ccc(C(=O)NC2CC2)cc1S(=O)(=O)N1CCOCC1,-4,7,-14,0.1,-4,4,2,0.9
Cc1ccc(CNC(=O)c2ccccc2NC(=O)CN2CCN(C)CC2)cc1,-5,6,-22,0.0,-4,-5,2,0.1
COc1cccc(-c2ncn(CCc3ccccc3OC)c2C(C)C)c1,nt,3,0,-0.1,1,nt,2,-0.1
O=C(CN1C(=O)S/C(=C\c2cccs2)C1=O)Nc1ccc(C(=O)O)c(O)c1,2,2,-3,0.0,-3,-5,1,nt
